DYRK1A inh: blocks rat Dyrk1A kinase activity. ADP-Glo luminescence, NFATc1 peptide. inhibition, % at 12.5 µM. 0.43% of 310,000 active; in the data active = inhibition above about 50%;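 also: plate controls were vehicle with enzyme for no effect and no enzyme for full effect; many of its hits are not listed in these tables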
HDAC3 inh: inhibitors of human histone deacetylase 3; O15379; recombinant HDAC3, fluorogenic peptide/trypsin coupled, fluorescence; inhibition, % at 8.3 µM; 0.15% of 320,000 active; AID 2718; in the data active = inhibition above about 26%, passing the limit was not always enough; inconclusive = no clear call, values can overlap the other calls
hERG rescue: compounds protecting human hERG from proarrhythmic drug block; 0.51% of 310,000 active; CHO-hERG, FluxOR thallium flux, dofetilide IC70 present; activation (rescue from dofetilide block), less the hit threshold, % at 10 µM; Q12809;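 active = activation above the mean of controls blocked by dofetilide plus 5 SD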;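 also: thallium influx through hERG after potassium depolarization seen as dye fluorescence rise; in these data hits start at about 4.7%; inactives centre near -7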
TMEM16A act: mouse TMEM16A channel activation, primary screen; Q8BHY3; 0.3% of 340,000 active; AID 623877; B-score at 10 µM; HEK293 TMEM16A/YFP-H148Q/I152L, iodide quench fluorescence; hits give low values;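 active = fluorescence-ratio B-score plate-corrected deviation score at least 3 library SD below zero, with starting fluorescence score within 5 deviations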;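 also: channel opened by trigger with iodide after compound preincubation; score built on the fluorescence ratio of max minus min over baseline; more negative score means more quench and so TMEM16A activation or potentiation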
Target sequence (Q8BHY3 whole entry, looked up): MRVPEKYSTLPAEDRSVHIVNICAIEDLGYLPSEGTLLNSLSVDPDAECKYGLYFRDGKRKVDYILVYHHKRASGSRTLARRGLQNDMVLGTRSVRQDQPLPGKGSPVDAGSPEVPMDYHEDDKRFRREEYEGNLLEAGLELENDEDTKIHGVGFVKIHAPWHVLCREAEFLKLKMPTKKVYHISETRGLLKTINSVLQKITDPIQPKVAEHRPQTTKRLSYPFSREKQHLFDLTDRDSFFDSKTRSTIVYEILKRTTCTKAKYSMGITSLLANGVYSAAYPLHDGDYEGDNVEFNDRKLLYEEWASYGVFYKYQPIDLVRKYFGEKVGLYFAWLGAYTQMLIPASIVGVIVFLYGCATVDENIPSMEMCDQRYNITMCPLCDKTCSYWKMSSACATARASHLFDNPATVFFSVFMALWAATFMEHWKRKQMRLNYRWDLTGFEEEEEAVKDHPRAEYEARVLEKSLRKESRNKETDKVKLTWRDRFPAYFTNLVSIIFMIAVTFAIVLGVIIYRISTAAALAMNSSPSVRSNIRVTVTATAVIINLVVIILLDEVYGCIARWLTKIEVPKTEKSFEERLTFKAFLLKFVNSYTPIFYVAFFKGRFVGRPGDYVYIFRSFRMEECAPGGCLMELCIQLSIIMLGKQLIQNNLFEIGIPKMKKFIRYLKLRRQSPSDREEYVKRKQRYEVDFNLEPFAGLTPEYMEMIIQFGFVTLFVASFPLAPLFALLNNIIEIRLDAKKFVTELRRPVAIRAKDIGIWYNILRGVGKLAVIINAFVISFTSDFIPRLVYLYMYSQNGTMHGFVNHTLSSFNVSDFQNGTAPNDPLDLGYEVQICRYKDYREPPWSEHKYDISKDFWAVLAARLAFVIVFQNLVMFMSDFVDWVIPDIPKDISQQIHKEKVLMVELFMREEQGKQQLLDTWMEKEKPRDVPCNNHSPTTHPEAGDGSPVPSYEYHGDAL
KCNK3 block: human KCNK3 channel inhibition, primary screen; O14649; CHO-KCNK3 thallium flux, FluxOR fluorescence; hits give low values; B-score at 10 µM; 0.84% of 340,000 active; AID 602410;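 active = B-score under library mean minus 4 SD, starting fluorescence ratio at most library mean plus 5 SD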;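 also: more negative B-score means stronger inhibition of thallium flux through KCNK3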
KCNQ1 inh: inhibitors of human KCNQ1 potassium channel | P51787 | AID 2642 | 1.3% of 310,000 active | CHO-K1 KCNQ1, FluxOR thallium flux fluorescence; hits give high values | B-score at 10 µM;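 active = compounds whose thallium flux B-score, printed positive for inhibition, exceeds three library SD while starting fluorescence stays within three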;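 also: channel opened by potassium depolarization with thallium stimulus after 20 min compound exposure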
KCNK9 block: inhibitors of human KCNK9 two-pore domain potassium channel. 1.2% of 310,000 active. Q9NPC2. B-score at 10 µM. AID 488922. HEK293 KCNK9, FluxOR thallium flux fluorescence; hits give low values;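 active = ratio B-score over 3 SD below the library mean, with starting fluorescence within 5 SD of its mean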;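 also: negative B-score means less thallium flux so channel inhibition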
TRPC4 PAM: allosteric potentiators of mouse TRPC4 channel; 0.42% of 310,000 active; AID 2227; HEK293 TRPC4beta/mu-opioid, DAMGO EC20, Fluo-4 Ca2+ flux; hits give high values; B-score at 10 µM;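 active = B-score of calcium response area above 5 SD of library B-scores, with initial fluorescence ratio within 5 SD of library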;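 also: B-score of integrated fluorescence ratio over time as area under calcium response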
TRPC4 act: TRPC4 (mouse) channel activation; HEK293 TRPC4beta/mu-opioid, Fluo4 calcium fluorescence; hits give high values; Q9QUQ5; AID 2237; B-score at 10 µM; 0.49% of 310,000 active;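 active = B-score above 5 SD of library B-scores, and initial fluorescence ratio not above library mean plus 5 SD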;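 also: positive B-score marks a calcium rise read as TRPC4 activation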
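Assay system – TRPC4beta and mu-opioid receptor HEK293 stable cells · Measured by – Fluo4 fluorescence, kinetic · Schedule – dye loading 45 min room temperature, 110 s kinetic read · Read-out – B-scored integrated calcium fluorescence ratio · Controls – buffer and maximal DAMGO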
KCNQ1 act: potentiates or activates the human KCNQ1 potassium channel | 0.35% of 310,000 active | B-score at 10 µM | CHO-K1 KCNQ1, thallium flux FluxOR fluorescence; hits give high values | P51787;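 active = fluorescence ratio B-score, a plate-corrected score, at least three library SD, with initial intensity B-score within 5 SD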
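System: Stable KCNQ1 CHO-K1 line | Incubation: 90 min dye loading and 20 min compound exposure, both at room temperature | Measure: Ratio B score | Medium: Assay buffer for compound exposure, DMSO matched across wells | Compound dosing: Single-concentration screen | Probe or stimulus: K+/Tl+ depolarizing stimulus | Measured by: Kinetic FluxOR fluorescence, 10 s baseline plus 110 s post-stimulus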
TMEM16A inh: inhibitors of mouse TMEM16A calcium-activated chloride channel; HEK293 TMEM16A/YFP iodide influx fluorescence, ionomycin; normalized B-score (activity score, 25-100; higher = stronger inhibition) at 10 µM; 1.2% of 310,000 active;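 active = ratio plate-corrected score three or more library SD toward inhibition, starting fluorescence score within five deviations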;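 also: score derived from kinetic fluorescence span divided by baseline fluorescence per well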
An asterisk follows results filed as active; i = inactive; ? = inconclusive; · = not tested or not shown. A portion of the library. The share of hits here may be higher or lower than overall.

Fields – TRPC4 PAM, KCNK3 block, TRPC4 act, KCNQ1 inh, TMEM16A inh, HDAC3 inh, hERG rescue, TMEM16A act, KCNQ1 act, DYRK1A inh, KCNK9 block
Cc1cc2c(cc1C)[n+](C)cn2CC(O)COCc1ccccc1 (stereo not drawn)
    i, i, i, i, i, 0, -8, i, i, -3, i
CCOc1ccc(NC(=O)C2CCN(S(=O)(=O)c3ccc4c(c3)CC(C)N4C(C)=O)CC2)cc1 (stereo not drawn)
    i, i, i, i, i, -5, -7, i, i, 0, i
Cc1ccccc1C(=O)NNS(=O)(=O)c1cccc([N+](=O)[O-])c1
    i, i, i, i, i, -10, -1, i, i, -5, i
CN(C)CCn1c2c(c(SCC(=O)N3CCc4ccccc43)nc1=O)CCCC2
    i, i, i, i, i, -11, -11, i, i, 9, i
CCOC(=O)C1CCN(C(=O)c2ccc3snnc3c2)CC1
    i, i, i, i, i, 5, -5, i, i, 15, i
COc1ccc(OC)c(CCNC(=O)CCc2nnc3ccc(N4CCOCC4)nn23)c1
    i, i, i, i, i, -6, -9, i, i, ·, i
CN(C)c1ccnc(Nc2ccccc2)c1C#N
    i, i, i, i, i, -2, -3, i, i, -4, i
c1ncn(C23CC4CC(CC(C4)C2)C3)n1
    i, i, i, i, i, -9, -7, i, i, -2, i
COc1ccc(CNC(=O)CSc2nc3ccc(C)cc3[nH]2)cc1OC
    i, i, i, i, i, -3, -2, i, i, 4, i
O=C(CN1CCOCC1)Nc1ccc(C2CCCCC2)cc1
    i, i, i, i, i, -5, -4, i, i, -5, i
O=C(CCCn1c(=S)[nH]c2ccccc2c1=O)N1CCN(c2cccc(Cl)c2)CC1
    i, i, i, i, i, -2, -5, i, i, -2, i
Cc1ccc(CCCNC(=O)C2CCC(=O)N(Cc3cccc(F)c3)C2)cc1 (stereo not drawn)
    i, i, i, i, i, 10, -8, i, i, 2, i
CCN(CC)S(=O)(=O)c1ccc2oc(C(=O)N3CCOCC3)c(C)c2c1
    i, i, i, i, i, 2, -2, i, i, -1, i
COc1ccc(S(=O)(=O)N2CCC(C(=O)NCc3ccco3)CC2)cc1
    i, i, i, i, i, 1, -7, i, i, 0, i
CC(C)CN(C(=O)COC(=O)c1ccc2ccccc2n1)C1CCS(=O)(=O)C1 (stereo not drawn)
    i, i, i, i, i, 3, -4, i, i, 6, i
O=S(=O)(NCCNc1nccc(C(F)(F)F)n1)c1ccccc1
    i, i, i, i, i, 11, -5, i, i, -1, i
c1ccc(-c2n[nH]c3c2CCC3)cc1
    i, i, i, i, i, 4, -7, i, i, 3, i
CCOC(=O)c1cc(C)sc1NC(=O)CN1CCN(C(=O)c2ccco2)CC1
    i, i, i, i, i, 3, -4, i, 9*, -9, i
Cc1cc(C)c2c(n1)SCC(=O)N2CC(=O)Nc1cccc(Cl)c1
    i, i, i, i, i, 1, -7, i, i, 0, i
CCOC(=O)c1c(C)c2c(=O)[nH]cnc2n1-c1ccccc1
    i, i, i, i, i, 6, -6, i, i, -4, i
CN(c1ccc(C(=O)N/N=C/c2cccc([N+](=O)[O-])c2)cc1)S(=O)(=O)c1ccccc1
    i, i, i, i, i, -1, -7, i, i, -1, i
CCOC(=O)C(C)N1N=C(/C=C/c2ccc(OC)cc2)CCC1=O (stereo not drawn)
    i, i, i, i, i, 5, -7, i, i, -3, i
COc1cccc(N(C(=O)Cn2nnc(-c3ccc(C)cc3)n2)C(C(=O)NC(C)(C)C)c2c[nH]c3ccccc23)c1 (stereo not drawn)
    i, i, i, i, i, 14, -9, i, i, 0, i
CCOc1ccccc1C(=O)NC(C(=O)Nc1cccnc1)C(C)C (stereo not drawn)
    i, i, i, i, i, 7, -12, i, i, -1, i
CCOC(=O)C1=C(C)N=c2s/c(=C\c3ccncc3)c(=O)n2C1c1ccc2c(c1)OCO2 (stereo not drawn)
    i, i, i, 8*, i, 7, -14, i, i, 9, i
Cc1nnc(NC(=O)CSc2nc3[nH]ncc3c(=O)[nH]2)s1
    i, i, i, i, i, -5, -14, i, i, -2, i
Cn1cc(C(=O)Nc2ccc(Cl)cc2)c(C(F)(F)F)n1
    i, i, i, i, i, 4, -5, i, i, 3, i
COc1ccc(S(N)(=O)=O)cc1C(=O)OCCCOC(=O)c1cc(S(N)(=O)=O)ccc1OC
    i, i, i, i, i, 4, -7, i, i, 0, i
C=CCN(c1ccccc1)S(=O)(=O)c1ccc2c(c1)NC(=O)C(C)S2 (stereo not drawn)
    i, i, i, i, i, 0, -2, i, i, -3, i
CC1=CC=CC2=NC(=O)CC(C)(C(=O)N(CC(=O)NC3CCCC3)c3ccc(F)cc3)N12 (stereo not drawn)
    i, i, i, i, i, -47, -2, i, i, 0, i

Complete entries, looked up by structure. Order of values: TRPC4 PAM, KCNK3 block, TRPC4 act, KCNQ1 inh, TMEM16A inh, HDAC3 inh, hERG rescue, TMEM16A act, KCNQ1 act, DYRK1A inh, KCNK9 block
CCN(CC)S(=O)(=O)c1ccc2oc(C(=O)N3CCOCC3)c(C)c2c1 reads i, i, i, i, i, 2, -2, i, i, -1, i
Cc1ccccc1C(=O)NNS(=O)(=O)c1cccc([N+](=O)[O-])c1 reads i, i, i, i, i, -10, -1, i, i, -5, i

(listing goes on)
Fields – TRPC4 PAM, KCNK3 block, TRPC4 act, KCNQ1 inh, TMEM16A inh, HDAC3 inh, hERG rescue, TMEM16A act, KCNQ1 act, DYRK1A inh, KCNK9 block
Clc1ccc2[nH]c3c(c2c1)CCc1cn[nH]c1-3
    i, i, i, i, i, -1, -15, i, i, 51*, i
CC(=O)c1c(C)[nH]c(C(=O)NCC2CCCCC2)c1C
    i, i, i, i, i, -6, -9, i, i, -5, i
c1cncc(-c2nnc3n2C2(CCCCC2)Cc2ccccc2-3)c1
    i, i, i, i, i, -1, -11, i, i, ·, i
CN(CC(=O)Nc1ccc(Cl)c(C(F)(F)F)c1)C(=O)C1(c2ccccc2)CC1
    i, i, i, i, i, ·, -11, i, i, -3, i
COc1ccc(C(C)=O)cc1COC(=O)C1CC(=O)N(Cc2ccccc2)C1 (stereo not drawn)
    i, i, i, i, i, -5, -9, i, i, -2, i
COc1ccc(OCCOCCN2CCOCC2)cc1
    i, i, i, i, i, -5, -7, i, i, -2, i
Nc1nonc1C(=O)NCCN=Cc1ccccc1O
    i, i, 71*, i, i, -6, -10, i, i, 1, i
COc1ccnc2c1c(=O)n(Cc1cccc(F)c1)c(=O)n2C
    i, i, i, i, i, 2, -1, i, i, 6, i
CNC(=O)CSc1nc2ccccc2c(=O)n1C1CCCCC1
    i, i, i, i, i, -2, -4, i, i, ·, i
Cc1noc(C)c1S(=O)(=O)N(CC(=O)NC1CCCC1)c1ccc(C(C)C)cc1
    i, i, i, i, i, 3, -9, i, i, -3, i
Cc1cccc(N2CCN(C(=S)c3ccc([N+](=O)[O-])cc3)CC2)c1
    i, i, i, i, i, 5, -7, i, i, -4, i
c1csc(-c2cnc3ccccc3n2)c1
    i, i, i, i, i, -4, -10, i, i, 1, i
Cc1cc(C)cc(C(=O)NCC(=O)OCC(=O)N(C)c2ccccc2)c1
    i, i, i, i, i, 0, -19, i, i, -1, i
O=C(CN1CCOc2ccccc21)NCc1ccc(Cl)cc1
    i, i, i, i, i, -1, -6, i, i, 3, i
CC1(C)NC(=O)N(CCOCCOc2cccc(Oc3ccccc3)c2)C1=O
    i, i, i, i, i, 0, -8, i, i, 2, i
COCCNC(=S)NNC(=O)c1cc(C2CC2)nc2ccccc12
    i, i, i, i, i, 1, -11, i, i, -2, i
C#CCNC(=O)C1=C[C@@H](c2ccccc2)[C@H](CCCO)[C@@H](OCC)O1
    i, i, i, i, i, 6, -7, i, i, 0, i
O=[N+]([O-])c1ccc(OCCCCCN2CCOCC2)cc1
    i, i, i, i, i, -2, -7, i, i, -6, i
CCN(CC)S(=O)(=O)c1cc(NC(=O)COC(=O)CCc2nc3ccccc3s2)ccc1C
    i, i, i, i, i, 7, -7, i, i, -3, i
COc1cccc(/C=C/C(=O)OCC(=O)NCCc2ccccc2)c1
    i, i, i, i, i, 3, -6, i, i, -3, i
COc1ccc(S(=O)(=O)NCCc2c[nH]c3ccc(C)cc23)cc1
    i, i, i, i, i, 1, -4, i, i, -2, i
C/C(=N\NC(=O)Cc1ccc(F)cc1)c1ccc(O)cc1
    i, i, i, i, i, -12, -2, i, i, 0, i
CCN1C(=O)CC(N2CCC(C(=O)OC)CC2)C1=O (stereo not drawn)
    i, i, i, i, i, 2, -14, i, i, 1, i
O=c1c(Cc2ccccc2)c(O)ccn1Cc1ccco1
    i, i, i, i, i, -2, -5, i, i, 4, i
O=C(CCc1nc2ccccc2s1)Nc1cccnc1
    i, i, i, i, i, 1, -11, i, i, 1, i
CCCCN(C(=O)c1cccc(S(=O)(=O)N2CCN(C)CC2)c1)c1c(N)n(CCC)c(=O)[nH]c1=O
    i, i, i, i, i, 1, -15, i, i, 5, i
Cc1cc(C)c(C(=O)CSc2nnc(-c3cccnc3)n2C)c(C)c1
    i, i, i, i, i, -2, -6, i, i, -2, i
CNc1cccccc1=S
    i, i, i, i, i, ?, -7, i, i, -2, i
CCOc1ccc(CNC(=O)CCS(=O)(=O)Cc2ccc(C)cc2)cc1OC
    i, i, i, i, i, -2, -1, i, i, 0, i
Cn1c(SCC(=O)c2ccccc2)nnc1-c1cccnc1
    i, i, i, i, i, 4, -5, i, i, 3, i
CC(=O)C1=C(O)C(=O)N(CC#N)C1c1cccs1 (stereo not drawn)
    i, i, i, i, i, 3, -4, i, i, -2, i
Clc1ccc(OCCSc2nnnn2C2CCCCC2)cc1
    i, i, i, i, i, 3, -7, i, i, -7, i
C=CCn1c(SCC(=O)NC2CC2)nnc1-c1ccccn1
    i, i, i, i, i, -4, -10, i, i, -4, i
O=c1[nH]c2ccccc2cc1CN(c1ccccc1)S(=O)(=O)c1ccccc1
    i, i, i, i, i, -4, -6, i, i, -3, i
CC(=NCc1ccco1)C1=C(O)c2ccccc2C1=O
    i, i, i, i, i, 0, -2, i, i, 28, i
Cn1c(=O)c2c(ncn2CC(=O)N2CCCCCC2)n(C)c1=O
    i, i, i, i, i, ·, -14, i, i, -5, i
Cc1ccnc(SCC(=O)Nc2c(C)n(C)n(-c3ccccc3)c2=O)n1
    i, i, i, i, i, -12, -5, i, i, 2, i
O=C(CCN1N=C(c2ccccc2)CCC1=O)NCC1CCCO1 (stereo not drawn)
    i, i, i, i, i, -7, -4, i, i, 5, i
CN(Cc1ccccc1)c1ncnc2c1cnn2-c1ccccc1
    i, i, i, i, i, ?, -13, i, i, 0, i

Bioassay records (PubChem BioAssay)
